pPAFAH FP inh: inhibitors of human plasma PAF acetylhydrolase (pPAFAH). Q13093. recombinant pPAFAH, FP-rhodamine probe fluorescence polarization. inhibition, % at 3.39 µM. hit rate 1.5% among 330,000. AID 463082;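 active = inhibition above the mean inhibition across the screen plus 3 SD, cut at about 25% in these data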;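 note: inhibitors block binding of the rhodamine activity-based probe so polarization drops; 0% = enzyme with DMSO and 100% = wells lacking pPAFAH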
Fam108B counter: blocks mouse Fam108B hydrolase in RBBP9 counter-screen | recombinant Fam108B, FP-Rh probe fluorescence polarization | inhibition, % at 9.51 µM | hit rate 0.33% among 300,000 | AID 1947;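 active = inhibition above the screen mean inhibition plus 3 SD, computed separately per campaign, cut at about 18% in these data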;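 note: inhibitors lower polarization as less probe binds the enzyme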
PAD4 inh: inhibitors of human PAD4 | hit rate 0.41% among 330,000 | Q9UM07 | inhibition, % at 6.36 µM | recombinant PAD4, RCA probe fluorescence polarization | AID 485272;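 active = percent inhibition above a cutoff equal to the mean of all tested compounds plus 3 SD, cut at about 15% in these data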;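 note: 0% = PAD4 with RCA probe and DMSO and 100% = probe without PAD4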
Target sequence (Q9UM07 whole entry, looked up): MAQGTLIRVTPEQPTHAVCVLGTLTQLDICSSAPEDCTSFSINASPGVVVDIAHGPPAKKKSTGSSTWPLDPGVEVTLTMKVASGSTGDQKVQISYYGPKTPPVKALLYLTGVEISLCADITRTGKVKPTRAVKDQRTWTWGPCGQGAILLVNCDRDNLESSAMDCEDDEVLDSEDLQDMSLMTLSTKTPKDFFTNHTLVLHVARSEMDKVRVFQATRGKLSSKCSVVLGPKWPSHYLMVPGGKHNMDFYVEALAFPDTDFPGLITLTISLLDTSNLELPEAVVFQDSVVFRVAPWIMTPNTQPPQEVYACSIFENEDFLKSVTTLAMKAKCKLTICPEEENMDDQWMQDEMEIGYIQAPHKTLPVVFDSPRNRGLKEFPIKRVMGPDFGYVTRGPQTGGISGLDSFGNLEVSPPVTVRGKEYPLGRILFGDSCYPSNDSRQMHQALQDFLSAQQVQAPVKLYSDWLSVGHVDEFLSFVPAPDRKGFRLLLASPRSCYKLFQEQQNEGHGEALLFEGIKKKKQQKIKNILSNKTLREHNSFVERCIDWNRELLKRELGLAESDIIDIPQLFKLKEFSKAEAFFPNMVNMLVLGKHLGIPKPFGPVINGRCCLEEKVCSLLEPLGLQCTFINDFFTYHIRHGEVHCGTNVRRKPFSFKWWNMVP
PAFAH2 inh: PAFAH2 (human) inhibition. Q99487. recombinant PAFAH2, FP-rhodamine activity probe, fluorescence polarization. inhibition, % at 3.39 µM. hit rate 0.99% among 340,000. AID 492956;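 active = inhibition above the mean over all tested compounds plus 3 SD, cut at about 30% in these data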;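 note: inhibitors block probe labeling of enzyme so polarization drops; 0% = enzyme with DMSO and 100% = wells lacking PAFAH2 protein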
PAFAH1B2 inh: inhibitors of human PAFAH1B2. hit rate 1.2% among 340,000. recombinant PAFAH1B2, FP-rhodamine activity probe, fluorescence polarization. P68402. inhibition, % at 3.39 µM;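 active = inhibition above the mean of all tested compounds plus 3 SD, cut at about 24% in these data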;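 note: 0% = enzyme with DMSO and 100% = wells lacking PAFAH1B2; many of its hits are not listed in these tables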
Target sequence (P68402 whole entry, looked up): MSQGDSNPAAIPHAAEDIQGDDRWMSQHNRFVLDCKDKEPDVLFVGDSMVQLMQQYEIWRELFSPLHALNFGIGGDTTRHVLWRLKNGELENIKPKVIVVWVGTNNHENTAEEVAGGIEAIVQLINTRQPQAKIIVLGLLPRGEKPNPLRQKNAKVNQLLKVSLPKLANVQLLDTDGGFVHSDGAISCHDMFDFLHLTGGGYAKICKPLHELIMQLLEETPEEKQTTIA
LYPLA1 counter: blocks human lysophospholipase 1, a PME1 counter-screen | recombinant LYPLA1, FP-Rh probe fluorescence polarization | inhibition, % at 5.9 µM | hit rate 0.16% among 320,000 | AID 2174;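 active = inhibition above the mean of all tested compounds plus 3 SD, set per campaign, cut at about 14% in these data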;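 note: inhibitors block serine hydrolase probe labeling of LYPLA1 so polarization falls; 0% = enzyme with DMSO and 100% = wells lacking LYPLA1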
PAFAH1B3 FP inh: PAFAH1B3 (human) inhibition; recombinant PAFAH1B3, FP-rhodamine probe, fluorescence polarization; inhibition, % at 3.39 µM; AID 492972; hit rate 0.28% among 340,000;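 active = inhibition above the screen-wide average of all tested compounds plus 3 SD, cut at about 25% in these data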;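 note: 0% = enzyme with DMSO only and 100% = wells lacking PAFAH1B3 protein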
GSTO1 inh: counter-screen for RBBP9 inhibitors: inhibitors of human GSTO1. P78417. recombinant GSTO1, activity-based probe fluorescence polarization. inhibition, % at 5.96 µM. hit rate 1.1% among 300,000;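 active = inhibition above the campaign mean inhibition plus 3 SD, cut at about 35% in these data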;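 note: 0% = GSTO1-1 with DMSO and 100% = wells lacking GSTO1-1 enzyme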
PME-1 primary: PME-1 (human) inhibition. Q9Y570. recombinant PME-1, FP-Rh probe fluorescence polarization. inhibition, % at 5.9 µM. hit rate 0.53% among 320,000;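 active = inhibition above the campaign mean of all compounds plus 3 SD, cut at about 26% in these data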;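 note: competitive labeling of PME-1 active site by serine hydrolase directed probe; 0% = PME-1 with DMSO and 100% = wells lacking PME-1 enzyme; inhibitors block probe labeling so polarization falls and inhibition rises; many of its hits are not listed in these tables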
Numbers without * were called inactive; · = no result given; & = joins results of further samples. An excerpt. The share of hits here may be higher or lower than overall.

SMILES	pPAFAH FP inh	Fam108B counter	PAD4 inh	PAFAH2 inh	PAFAH1B2 inh	LYPLA1 counter	PAFAH1B3 FP inh	GSTO1 inh	PME-1 primary
CC(=O)Nc1ccc(NC(=O)CSc2nnc3ccc(-c4ccccn4)nn23)cc1	-6.0	-0.1	-2.1	-3.7	-1.1	-4.4	1.3	5.8	1.0
O=C1CC(c2cccc(F)c2)SC(N(c2ccccc2)c2ccccc2)=N1 (centres undefined)	0.3	-5.4	-5.9	10.8	14.5	-2.3	14.9	6.3	10.8
O=C(Nc1cccc(N2C(=O)C=CC2=O)c1)c1cccs1	0.5	-8.0	-6.2	-16.5	-1.7	-18.3	-1.6	-38.1	-18.1
N#CCC(=O)Nc1ncc(Cc2ccccc2Cl)s1	16.1	-4.2	-2.0	-9.4	9.2	-1.0	-1.7	18.9	-9.7
Cc1ccc(S(=O)(=O)CC(=O)NC(C)(C)C)cc1	1.6	1.5	3.4	-17.9	3.4	2.4	9.5	-3.5	-2.8
CCOC(=O)N1CCC(Nc2c(NCCN3CCN(c4ccccc4F)CC3)c(=O)c2=O)CC1	3.9	-0.6	-3.1	-6.2&6.4	2.5&4.5	2.9	7.3&3.1	2.6	1.9
Cc1cccc(NC(=O)C2CC(O)CN2C(=O)OCc2ccccc2)c1 (centres undefined)	4.8	2.1	1.6	-2.4	9.3	4.1	6.8	3.9	-1.7
COc1ccccc1NC(=O)Nc1cc(C(C)(C)C)nn1C	-5.2	-2.3	5.6	0.1	1.8	-2.8	10.4	0.8	-2.0
CCOC(=O)CSc1nc(C)c2cc(C)c(C)cc2n1	2.7	2.9	-1.3	-4.2	7.8	1.0	10.4	3.2	5.7
COc1ccc(Cl)cc1NC(=O)NCC1CCN(Cc2cc(C)ccc2C)CC1	1.0	-5.4	-2.9	-0.6	2.2	-1.5	7.7	0.1	4.6
O=c1c2ccccc2ccc2ccccc12	0.5	·	-3.7	0.6	3.0	-1.5	2.5	·	-1.6
Cc1ccc(S(=O)(=O)N2CCC(C(=O)Nc3ccccc3N3CCCCC3)CC2)cc1	0.2	-2.8	0.6	-0.4	0.3	0.4	3.0	4.2	-1.3
CCc1c(C(=O)NNC(=S)NCC2CCCO2)csc1C (centres undefined)	3.4	-2.4	-1.9	1.2	6.2	-0.2	-7.8	4.8	6.0
COc1ccc(CN2CCNC(=O)C2CC(=O)N(C)CCc2cnn(C)c2)c(F)c1 (centres undefined)	8.0	4.3	12.2	-0.8	2.7	1.4	7.7	-0.5	-1.6
S=C1N(c2ccccc2)CN(C2CCCCC2)CN1c1ccccc1	2.9	-3.4	-2.4	-0.6	5.0	-0.5	7.6	-7.7	-7.8
CSc1sc(C(=O)NNC(C)=O)c2c1C1(CCC2)SCCS1	6.0	-1.3	-2.7	0.4	5.6	-3.0	6.0	5.8	-5.8
CCONc1ncnc2nonc12	1.8	-1.5	-0.1	-7.7	1.9	-1.2	-2.1	4.0	1.1
COc1cc(SC)ccc1C(=O)OCC(=O)NC(=O)NC(C)C	3.8	-2.8	-2.0	17.5	3.4	-4.8	8.9	7.7	5.8
Cc1ccccc1OCCCC(=O)Nc1ccc(S(=O)(=O)Nc2onc(C)c2C)cc1	-5.8	1.7	-1.9	-5.7	-4.0	-1.9	1.6	5.8	-5.2
Cc1ccc(CNC(=O)c2ccc3c(=O)n(CC4CCCO4)c(=S)[nH]c3c2)cc1 (centres undefined)	-1.4	-1.1	5.1	1.1	4.4	0.5	3.6	0.1	-2.9
COc1ccccc1NS(=O)(=O)c1cccc(NC(=O)c2cc3ccccc3oc2=O)c1	-4.7	0.0	-5.1	-1.4	-0.2	-3.1	2.4	-5.8	1.6
Cc1ccc(-c2nn(-c3ccccc3)cc2/C=N/n2c(-c3ccncc3)n[nH]c2=S)cc1	7.2	-1.3	-0.1	·	·	-2.1	·	-0.1	4.0
CCS(=O)(=O)NCC(c1cccnc1)N1CCN(c2ccccc2F)CC1 (centres undefined)	4.5	-3.3	-4.3	4.2	3.3	-2.9	-1.7	-9.4	1.6
O=S(=O)(c1ccccc1)N1CCC(O)(CSc2ccc(Cl)cc2)CC1	6.7	-1.5	-2.2	8.3	17.1	0.9	3.0	3.9	-0.2
CC(=O)Nc1ccc(S(=O)(=O)N(C)CC(=O)NCCC2=CCCCC2)cc1	1.5	-0.8	-4.5	1.4	14.2	-1.4	0.8	-0.5	-2.6
CCOC(=O)c1ccc(NC(=O)c2c(C)[nH]c(C(=O)OCC)c2C)cc1	-4.9	-0.8	-2.1	2.6	-3.0	-5.0	1.5	-1.8	-3.1
COc1ccc(NC(C)=O)cc1NC(=O)c1ccc(Cl)cc1	0.1	0.6	0.8	-1.0	3.9	-4.7	5.0	-3.0	1.8
COc1ccccc1C(=O)NCCC(=O)NCCCSc1ccccc1	12.0	-1.0	6.2	2.5	3.8	-1.8	7.5	5.5	-0.7
COCCn1c(Cc2ccccc2)nnc1SCC(=O)NC1CCCCC1	-1.7	-2.7	-5.3	0.2	1.8	-1.5	4.9	6.2	-4.0
CC(=O)c1cccc(CN2CCN(C(C)C)C(CCO)C2)c1 (centres undefined)	2.2	3.0	0.8	1.2	-2.6	-0.1	4.6	2.0	3.8
Cc1nnc(SC(C)C(=O)NCC2CCCO2)s1 (centres undefined)	-2.9	·	-4.6	1.3	8.6	0.3	3.6	·	-2.1
CC1=Nc2ccc(Br)cc2C(c2ccccc2)N1CC(=O)O (centres undefined)	3.6	-0.6	1.1	1.7	3.5	1.1	6.8	2.5	1.0
Cc1ccnc(NC(=O)CCC(=O)N(CC(=O)NC2CCCCC2)C2CCCC2)c1	-0.7	-3.8	-1.0	0.9	0.5	2.2	1.1	0.7	-1.7
O=C(COC(=O)c1ccccc1)NC1CCCC1	6.9	5.7	-0.6	73.3*	8.1	0.3	5.9	8.5	-9.8
COc1ccc(C(=O)CSc2nc(-c3ccccn3)nc(C)c2Cl)cc1	2.9	-2.9	-0.3	-5.0	4.2	-1.8	3.3	-2.6	3.6
CCCCN(CCCC)S(=O)(=O)c1c(C)[nH]c(=O)[nH]c1=O	1.6	-6.0	-7.0	6.4	8.3	-0.8	5.4	-0.9	-2.5
Cc1cc(NS(=O)(=O)c2ccc(NC(=O)Cc3ccccc3)cc2)nc(C)n1	8.4	1.0	3.5	-1.4	7.1	-1.2	3.9	3.4	-0.9
CC(C)C(NC(=O)C12CC3CC(CC(C3)C1)C2)C(=O)N/N=C/C1=C(N2CCOCC2)C(=C\c2cccc([N+](=O)[O-])c2)/CC1 (centres undefined)	4.3	-5.3	-0.3	5.2	-0.8	-1.9	3.9	-3.0	3.7
COc1ccc(CCN2C(=O)CCC2(C)C(=O)NC2CCCC2)cc1OC (centres undefined)	6.1	3.1	-1.5	-3.7	1.3	1.1	-3.2	9.6	1.7
CCc1ccc(C(=O)NNc2ccccc2F)cc1	-5.4	-0.1	2.2	-4.0	0.3	1.1	13.0	-3.9	-3.4
Cc1cccc(C(=O)NCCc2nnc(SCC(=O)Nc3nc(C)cs3)n2C)c1	3.0	-2.1	-5.3	-0.7	1.6	1.2	-7.8	-41.5	1.2
CC(C)CCNC(=O)c1cc(S(=O)(=O)N2CCCCC2)ccc1N1CCOCC1	-1.7	-3.0	0.5	2.8	2.6	0.2	4.1	-0.6	5.0
NS(=O)(=O)c1cc([N+](=O)[O-])ccc1NCc1cccnc1	0.4	-0.2	0.8	4.7	-3.0	2.1	4.7	1.3	7.7
COC(=O)c1ccc(NC(=S)NC2CC3CCC2C3)cc1 (centres undefined)	0.6	5.5	-5.4	-1.1	10.5	-7.8	-3.1	-0.8	6.0
O=C(CN1CCN(S(=O)(=O)c2ccc(Cl)cc2)CC1)NC(=O)NC1CCCCC1	6.1	-0.5	0.7	-0.8	23.3	-0.8	-0.4	2.6	2.0
O=C(O)c1ccc2c(c1)C(=O)N(c1ccc(OCc3ccccc3)cc1)C2=O	6.2	4.2	3.2	-4.2	4.1	2.9	0.4	15.2	-2.7
Cc1cc(C(=O)OCC(=O)Nc2cc(S(=O)(=O)N(C)C)ccc2C)c2ccccc2n1	-2.4	-0.1	-0.8	0.1	-1.2	0.8	3.9	-3.3	28.3*
O=C(NCCN1CCOCC1)c1cc(-c2ccc(F)cc2)nc2ccccc12	-1.7	4.9	2.7	2.3	5.0	-2.4	4.0	1.0	5.8
Cc1ccc(-c2nnn(CC(=O)N3CCCCC3)n2)o1	-3.0	5.7	6.5	0.8	-2.4	-4.9	-0.7	-13.3	-1.3
COc1ccc(CCNC(=O)C2CC(c3cccc(F)c3)=NO2)cc1 (centres undefined)	5.5	1.3	2.4	-4.0	15.8	-5.7	-6.9	-0.4	6.3
COc1ccccc1N1C(=O)C(=O)N(C)C1=O	-1.1	-0.1	-1.4	4.2	9.0	4.7	1.1	-2.0	0.6
CCCCn1c(Cl)nc2c1c(=O)n(C)c(=O)n2C	4.0	4.0	-3.0	2.6	1.6	2.6	-8.0	2.6	5.5
CN(Cc1cn(C)nc1-c1cccc(Cl)c1)C1CCOCC1	1.6	2.7	0.9	0.8	-0.1	-0.4	6.7	2.7	-1.2
CC(C)C(=O)NN1c2ccccc2CCc2ccccc21	2.9	-0.8	-2.5	·	·	-0.7	·	8.5	1.3
O=c1oc2ccccc2c2c1nc(C(F)(F)F)n2-c1ccccc1	4.1	-0.6	-2.7	-6.1	3.2	0.5	5.9	-1.2	0.4
Oc1c(C(Nc2ccccn2)c2cccnc2)cc(Cl)c2cccnc12 (centres undefined)	6.1	1.6	-1.5	12.7	2.6	1.5	13.2	-3.5	1.8
CC(=O)c1cnc(N(C)C)s1	-2.1	2.6	4.1	9.0	5.0	-0.8	7.2	-2.6	-2.0
CCc1c(C)nc2c(-c3ccccc3OC)c(C)[nH]n2c1=O	3.0	-3.5	-5.1	-2.0	3.6	2.2	1.4	4.9	-1.9
O=C(O)CC/C(=N\Nc1ccc([N+](=O)[O-])cc1S(=O)(=O)N1CCOCC1)c1cccs1	3.2	-1.0	1.4	-13.5	0.7	0.9	-1.4	-6.3	3.5
CCc1c(C)nc2ncnn2c1N1CCCC(C(=O)Nc2ccc(NC(C)=O)cc2)C1 (centres undefined)	-1.7	-1.7	1.1	-8.1	1.5	1.9	-0.4	11.7	1.3

Additional results follow:
SMILES	pPAFAH FP inh	Fam108B counter	PAD4 inh	PAFAH2 inh	PAFAH1B2 inh	LYPLA1 counter	PAFAH1B3 FP inh	GSTO1 inh	PME-1 primary
C[n+]1ccccc1C1CCCC/C1=N\NC(N)=S (centres undefined)	3.7	-0.9	-3.1	6.6	4.5	-2.7	3.3	7.2	0.1
CCn1cc(C(=O)N2CCCc3ccccc32)c2cc(OC)c(OC)cc2c1=O	5.9	-2.9	3.0	7.8	5.8	0.8	-6.2	-1.8	1.0
Cc1ccc(-n2ncc3c(=O)n(CC(=O)NC4CCCCC4)cnc32)cc1C	8.7	0.5	1.8	-3.8	3.9	-1.6	4.0	-2.4	-5.3
Cc1ccccc1C(=O)NCC(=O)OC(C)C(=O)NCc1ccco1 (centres undefined)	2.2	4.2	-6.2	6.9	-6.0	0.5	-0.1	0.6	1.8
Cc1cc(OCC(O)CN(CCO)CCO)ccc1Cl (centres undefined)	4.0	1.3	-6.3	0.6	0.0	0.1	0.7	0.4	-2.7

Bioassay records: PubChem, The Scripps Research Institute Molecular Screening Center
